NF-kB neuron act: compounds increasing NF-kB expression in human neuronal cells. NF-kB reporter expression; active compounds read high. fold change at 12.5 µM. 1.6% of 190,000 active; in the data active = fold change above about 3.3
FLuc act counter: affects firefly luciferase, flagging false hits in luciferase stimulation screens | P08659 | ATPlite luciferase biochemical, luminescence, 10 min; 0 = ATP-free wells, 1 = DMSO control | activation factor at 10 µM | 200,000 tested, under 10 active;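 active = luciferase activation factor, scaled between plate controls, of at least 2 with compound at 10 µM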
Target sequence (P08659 whole entry, looked up): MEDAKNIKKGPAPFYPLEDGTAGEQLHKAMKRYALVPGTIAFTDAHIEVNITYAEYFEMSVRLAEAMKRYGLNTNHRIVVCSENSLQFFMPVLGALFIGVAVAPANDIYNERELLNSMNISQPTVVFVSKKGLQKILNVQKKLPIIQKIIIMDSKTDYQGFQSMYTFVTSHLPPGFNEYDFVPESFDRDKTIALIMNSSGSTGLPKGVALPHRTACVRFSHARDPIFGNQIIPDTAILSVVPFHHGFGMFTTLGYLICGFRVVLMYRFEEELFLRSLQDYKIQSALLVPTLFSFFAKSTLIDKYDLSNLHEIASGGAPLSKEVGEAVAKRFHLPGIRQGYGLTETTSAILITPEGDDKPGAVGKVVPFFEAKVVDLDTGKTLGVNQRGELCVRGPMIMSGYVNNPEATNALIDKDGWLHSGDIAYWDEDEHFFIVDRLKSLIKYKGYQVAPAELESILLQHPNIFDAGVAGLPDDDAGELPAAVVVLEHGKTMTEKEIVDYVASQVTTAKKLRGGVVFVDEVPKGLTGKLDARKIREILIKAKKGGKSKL
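assay system = Luciferase/luciferin detection reagent, cell-free biochemical luciferase assay | also added = ATP substrate | times = 10 min post-reagent at room temperature | measured by = luminescence from luciferase reaction | measure = luciferase activation, seen as luminescence increase over controls | benchmarks = low control with PBS replacing ATP, high control enzyme plus ATP without compound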
APP 5'UTR act: APP 5'UTR luciferase reporter activation; SH-SY5Y APP 5'UTR luciferase reporter, luminescence; zero percent = DMSO vehicle wells; activation, % at 2 µM; 1% of 190,000 active;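 active = activation above a set limit, based on mean plus 3 SD of controls, cut at about 140% in these data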; also: values of inactives mirror those of a sister screen read the other way
STAT3 activator: STAT3 signaling activation | U3A cells, IL-6 STAT3-luciferase reporter, luminescence; 100% = signal with IL-6 EC80 alone | activation (% of control), % at 5.6 µM | 0.91% of 190,000 active | AID 871;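 active = activation above the screen-wide mean of compound activation plus 3 SD, cut at about 130% in these data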;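 also: 0% = background luminescence of wells with medium and substrate only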
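Test system: Human STAT1-deficient U3A cells with stable STAT3-luciferase reporter | Also added: Interleukin-6, 33 ng/mL | Timing: Compound pre-incubation 1 h before IL-6, then 6 h stimulation at 37 °C | Technique: Luciferase reporter luminescence | Read-out: Percent of IL-6-only median luminescence | Benchmarks: IL-6-only wells as 100% reference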
STAT1 act: increases IFN-gamma driven STAT1 reporter signal. NIH 3T3 STAT1-luciferase reporter, luminescence; 100% = IFN-gamma alone, no compound. activation (% of control), % at 5.5 µM. 2.6% of 200,000 active. AID 932;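 active = activation above the screen-wide mean activation plus 3 SD, cut at about 130% in these data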;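 also: raw ratio to IFN-gamma control signal so 100% means no change and 0% no light; values of inactives mirror those of a sister screen read the other way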
APP transl inh: APP translation inhibition. SH-SY5Y APP 5'UTR-luciferase reporter, luminescence. inhibition, % at 2 µM. 0.82% of 190,000 active;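 active = inhibition above a set limit, derived from the sample mean plus 3 SD, cut at about 45% in these data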; also: values of inactives mirror those of a sister screen read the other way
STAT1 blocker: inhibitors of IFN-gamma induced STAT1 signaling; AID 920; 0.35% of 200,000 active; inhibition, % at 5.5 µM; NIH 3T3 STAT1-luciferase reporter, luminescence;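 active = inhibition above a set limit, the mean inhibition across all tested compounds plus 3 SD, cut at about 34% in these data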;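 also: 0% = IFN-gamma with DMSO and 100% = IFN-gamma with 300 µM nifuroxazide; values of inactives mirror those of a sister screen read the other way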
FLuc inh counter: inhibits firefly luciferase, flagging false hits in luciferase inhibition screens | inhibition, % at 10 µM | P08659 | AID 1006 | 1.5% of 200,000 active | ATPLite firefly luciferase biochemical luminescence, 10 min;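 active = inhibition above about 50% when tested at 10 µM, limit read from the data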
STAT3 inh: inhibitors of IL-6 induced STAT3 signaling; inhibition, % at 5.5 µM; U3A cells, IL-6 STAT3-luciferase reporter, luminescence; host cell line lacks STAT1; 0.89% of 190,000 active;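 active = inhibition above the mean inhibition across all screened compounds plus 3 SD, cut at about 44% in these data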;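 also: 0% = DMSO only wells and 100% = 100 µM nifuroxazide control wells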
ROMK primary: modulators of human ROMK potassium channel; P48048; Tet-inducible ROMK, thallium flux fluorescence; actives lie on both sides; B-score at 10 µM; 2% of 130,000 active; AID 1918;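 active = signal ratio slope over the read window, or its plate-corrected B-score, at least 3 SD from the plate mean, either direction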;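 also: B-score of the F/F0 ratio slope over 7 to 12 s after thallium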
Target sequence (P48048 whole entry, looked up): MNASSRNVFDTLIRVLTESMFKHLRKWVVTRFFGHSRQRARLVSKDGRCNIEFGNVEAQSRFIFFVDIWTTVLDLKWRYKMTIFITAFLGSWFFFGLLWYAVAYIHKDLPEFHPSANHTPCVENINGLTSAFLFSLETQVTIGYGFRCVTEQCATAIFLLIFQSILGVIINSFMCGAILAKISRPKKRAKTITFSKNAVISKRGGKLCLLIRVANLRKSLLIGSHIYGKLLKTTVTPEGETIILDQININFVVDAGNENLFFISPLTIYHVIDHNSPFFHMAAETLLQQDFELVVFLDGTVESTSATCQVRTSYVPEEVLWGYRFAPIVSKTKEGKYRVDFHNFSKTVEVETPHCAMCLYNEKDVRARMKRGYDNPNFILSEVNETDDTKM
An asterisk follows results filed as active; . = no result given. Random draw from the library, and some 7.1% of all compounds hit somewhere here.

molecule | NF-kB neuron act | FLuc act counter | APP 5'UTR act | STAT3 activator | STAT1 act | APP transl inh | STAT1 blocker | FLuc inh counter | STAT3 inh | ROMK primary
COc1ccc(C2CCCN2C(=S)Nc2cccc(Cl)c2C)cc1OC (stereo unspecified) | 0.81 | 1 | 4 | 97 | 91 | -4 | 9 | -4 | 14 | -0.26
Cc1ccc(C(=S)N2CCN(Cc3ccccc3)CC2)cc1 | 1.1 | 1.1 | 21 | 98 | 95 | -21 | 5 | -5 | 10 | -0.062
Cc1ccc(CNC(=O)COC(=O)Cn2nc(C)c([N+](=O)[O-])c2C)cc1 | 0.82 | 1.1 | -4 | 108 | 103 | 4 | -5 | -6 | -4 | -0.39
CCOC(=O)CCP(=O)(O)C(O)c1ccccc1 (stereo unspecified) | 0.93 | 1.1 | . | 97 | 100 | . | -2 | -8 | 4 | 0.49
Cc1cc2c(C)nc(N/N=C/c3ccccc3)nc2o1 | 1.6 | 0.7 | 30 | 94 | 108 | -30 | -9 | 28 | 11 | -0.43
Cc1ccc(S(=O)(=O)NC(=O)c2cc(C)n(-c3ccc(N(C)C)cc3)c2C)cc1 | 1.5 | 1 | 36 | 106 | 109 | -36 | -9 | -3 | -12 | .
C=CCNCCOc1cccc(Br)c1 | 1.2 | 1 | -3 | 96 | 97 | 3 | 3 | -3 | 4 | 0.035
Cc1cc(-c2n[nH]c(=S)o2)c(C)n1-c1ccccc1 | 1.3 | 0.3 | 45 | 98 | 115 | -45 | -16 | 67* | 6 | .
O=C(COC(=O)CCOc1ccccc1)NCc1ccco1 | 1.1 | 1 | -11 | 101 | 103 | 11 | -4 | -5 | 4 | .
O=Nc1c(O)n(Cc2cccc(C(F)(F)F)c2)c2ccccc12 | 0.57 | 1.1 | -4 | 97 | 89 | 4 | 11 | -5 | 10 | 0.73
O=C(Cc1cccs1)N/N=C/C=C\c1ccccc1[N+](=O)[O-] | 1.2 | 1 | 12 | 99 | 112 | -12 | -13 | 0 | 6 | 0.11
O=C(N/N=C/c1ccc2nccnc2c1)c1cccc([N+](=O)[O-])c1 | 1.2 | 0.8 | 1 | 92 | 114 | -1 | -13 | 20 | 14 | -0.0042
CCOC(=O)c1cccc(NC(=O)CSc2nnc(C)n2Cc2ccccc2)c1 | 0.79 | 1 | 4 | 100 | 90 | -4 | 11 | 1 | 2 | -1.8
COc1cccc(-n2nnc3c(=O)n(CC(=O)N4CCCCC4)cnc32)c1 | 1.2 | 1 | 9 | 106 | 98 | -9 | 2 | -4 | -6 | 0.29
CC(=O)Nc1ccc(NC(=O)COc2ccc(Br)cc2C)cc1 | 1.1 | 1 | 50 | 96 | 96 | -50 | 5 | 2 | 3 | 0.46

Sorted by the number under NF-kB neuron act (falling): 3 from the list above.
SMILES	NF-kB neuron act	APP 5'UTR act	STAT3 activator	STAT1 act	APP transl inh	STAT1 blocker	ROMK primary
COc1cccc(-n2nnc3c(=O)n(CC(=O)N4CCCCC4)cnc32)c1	1.2	9	106	98	-9	2	0.29
CC(=O)Nc1ccc(NC(=O)COc2ccc(Br)cc2C)cc1	1.1	50	96	96	-50	5	0.46
COc1ccc(C2CCCN2C(=S)Nc2cccc(Cl)c2C)cc1OC (stereo unspecified)	0.81	4	97	91	-4	9	-0.26

More entries follow.
molecule | NF-kB neuron act | FLuc act counter | APP 5'UTR act | STAT3 activator | STAT1 act | APP transl inh | STAT1 blocker | FLuc inh counter | STAT3 inh | ROMK primary
c1ccc2nc3c(nc2c1)c1ccccc1n3CCN1CCOCC1 | 1.6 | 1 | 13 | 103 | 107 | -13 | -17 | -3 | -1 | -0.31
COc1c(Cl)cc(-c2noc(C)c2C(=O)NCc2ccc3c(c2)OCO3)cc1Cl | 1.1 | 1 | 12 | 97 | 102 | -12 | -2 | -2 | 4 | 0.04
CCN(CC)c1ccc(C2C(C(=O)OC(C)C)C(=O)CC(C)(O)C2C(=O)OC(C)C)cc1 (stereo unspecified) | 0.41 | 1.1 | 4 | 97 | 101 | -4 | -2 | -8 | 10 | -1.4
Cc1ccsc1C(=O)NCCC(c1ccccc1)c1ccccc1 | 1 | 1 | 16 | 92 | 94 | -16 | 6 | -2 | 8 | .
O=C(Nc1ccc2oc(-c3ccccc3)nc2c1)c1cccs1 | 2.1 | 0.8 | 155* | 91 | 143* | -155 | -55 | 16 | 13 | .
COc1cccc(C(=O)NC2=NCCS2)c1 | 3.2 | 0.5 | 126 | 93 | 118 | -126 | -19 | 52* | 11 | .
COc1ccccc1NS(=O)(=O)c1cccc(C(=O)NN)c1 | 1.2 | 1 | -11 | 100 | 102 | 11 | -3 | -4 | 4 | .
CC(=O)Nc1ccc2nc(-c3ccco3)[nH]c2c1 | 1.5 | 0.7 | 3 | 94 | 109 | -3 | -9 | 34 | 15 | 0.12
O=C1/C(=C/c2cccs2)N=C(c2cccs2)N1Nc1ccccc1 | 0.91 | 1 | 8 | 80 | 104 | -8 | -4 | -2 | 28 | -0.03
CN1CCCN(C(=O)c2ccc(Cl)c(S(=O)(=O)N(C)c3ccccc3)c2)CC1 | 0.96 | 1.1 | 13 | 102 | 94 | -13 | 6 | -6 | 1 | .
COc1ccc(C2/C(=C(/O)c3ccccc3)C(=O)C(=O)N2c2ncccn2)cc1OC (stereo unspecified) | 1.2 | 1 | -9 | 98 | 101 | 9 | -2 | -3 | 6 | -0.034
O=C(NCc1ccccn1)C(C(=O)c1cccc([N+](=O)[O-])c1)n1cc(Cl)ccc1=O (stereo unspecified) | 1.1 | 1.1 | -5 | 104 | 111 | 6 | -12 | -6 | 4 | 0.56
COc1ccccc1C(=O)N1CCN(c2cccc(C(F)(F)F)c2)CC1 | 1 | 1 | -17 | 101 | 99 | 17 | 1 | -4 | 1 | 1.5
O=C(Oc1oc(-c2ccco2)nc1C=Nc1ccccc1)c1ccco1 | 1.9 | 1 | -2 | 101 | 98 | 2 | 2 | -4 | 3 | 0.19
CCOC(=O)c1sc(NS(=O)(=O)c2ccc(C)cc2)nc1C | 1.3 | 1 | -10 | 105 | 107 | 10 | -8 | 2 | -2 | .
COc1ccc(Oc2ccccc2/C=C/C(=O)O)cc1 | 1.1 | 1 | . | 92 | 99 | . | 1 | -4 | 15 | .
CO/C([O-])=N/c1c[n+](-c2ccc(Cl)cc2)no1 | 1.1 | 1.1 | -6 | 94 | 107 | 6 | -8 | -7 | 10 | .
Cc1nc2cc(S(=O)(=O)N3CCC(C(=O)O)CC3)ccc2n1C1CCCC1 | 1.4 | 1 | 3 | 102 | 101 | -3 | -1 | 2 | 4 | .
O=c1ccc2c(o1)/C(=C/C=C(Cl)Cl)CCC2 | 1 | 1 | 1 | 94 | 100 | -1 | 1 | -5 | 13 | -1.1
Cc1ccc(NC(=O)COC(=O)/C=C/c2ccccc2)cc1S(=O)(=O)N1CCOCC1 | 1 | 1.1 | -12 | 102 | 96 | 12 | 4 | -7 | 0 | -0.48
CN(C)c1ccc(C(C(=O)NC(C)(C)C)N(C(=O)c2csnn2)C2CC2)cc1 (stereo unspecified) | 1.5 | 1 | 0 | 99 | 97 | 0 | 3 | -2 | 2 | 0.025
CCCCC(CC)CNC(=O)c1ncn[nH]1 (stereo unspecified) | 1.2 | 1.1 | -14 | 104 | 101 | 14 | -3 | -5 | -3 | -0.02
Cc1nc2ccc(Nc3ccncc3)cc2s1 | 1.1 | 1 | 9 | 101 | 108 | -9 | -9 | -1 | 8 | -0.35
Cc1cc(NC(=O)CSC2=NCCS2)no1 | 1.2 | 1.1 | 3 | 101 | 98 | -3 | 2 | -10 | 2 | .
CC(C)c1ccc(C2NC(=S)NC3=C2C(=O)CC(C)(C)C3)cc1 (stereo unspecified) | 0.95 | 1.1 | -7 | 105 | 97 | 7 | 3 | -6 | -11 | .
CC(=NCCc1c(C)[nH]c2ccc(C)cc12)C1=C(O)CC(c2ccccc2)CC1=O (stereo unspecified) | 1.2 | 1 | -87 | 98 | 95 | 88* | 6 | -5 | 0 | 0.56
NS(=O)(=O)c1ccc(CCNC(=O)c2cncc(Br)c2)cc1 | 0.98 | 1.1 | -9 | 109 | 94 | 9 | 6 | -6 | -5 | -1.7
O=C(CSc1cn(CCNC(=O)c2cccs2)c2ccccc12)NC1CCCCC1 | 0.75 | 1 | -12 | 95 | 94 | 12 | 7 | -4 | 11 | .
CC12CC3CC(C)(C1)CC(CN1CCOCC1)(C3)C2 | 1 | 1 | 10 | 102 | 114 | -10 | -15 | -3 | 2 | .
CCOC(=O)C/C(C)=N\Nc1nc(-c2ccccc2)cs1 | 1 | 1 | -7 | 120 | 116 | 7 | -16 | -2 | -13 | 0.15

Record cards, from the list above:
Profile of `O=Nc1c(O)n(Cc2cccc(C(F)(F)F)c2)c2ccccc12` = NF-kB neuron act = 0.57; FLuc act counter = 1.1; APP 5'UTR act = -4; STAT3 activator = 97; STAT1 act = 89; APP transl inh = 4; STAT1 blocker = 11; FLuc inh counter = -5; STAT3 inh = 10; ROMK primary = 0.73
Profile of `Cc1nc2cc(S(=O)(=O)N3CCC(C(=O)O)CC3)ccc2n1C1CCCC1` = NF-kB neuron act = 1.4; FLuc act counter = 1; APP 5'UTR act = 3; STAT3 activator = 102; STAT1 act = 101; APP transl inh = -3; STAT1 blocker = -1; FLuc inh counter = 2; STAT3 inh = 4; ROMK primary = .

Returning to the listing with the 3 entries that preceded the break.
molecule | NF-kB neuron act | FLuc act counter | APP 5'UTR act | STAT3 activator | STAT1 act | APP transl inh | STAT1 blocker | FLuc inh counter | STAT3 inh | ROMK primary
O=C(CSc1cn(CCNC(=O)c2cccs2)c2ccccc12)NC1CCCCC1 | 0.75 | 1 | -12 | 95 | 94 | 12 | 7 | -4 | 11 | .
CC12CC3CC(C)(C1)CC(CN1CCOCC1)(C3)C2 | 1 | 1 | 10 | 102 | 114 | -10 | -15 | -3 | 2 | .
CCOC(=O)C/C(C)=N\Nc1nc(-c2ccccc2)cs1 | 1 | 1 | -7 | 120 | 116 | 7 | -16 | -2 | -13 | 0.15
Cc1ccc(CNC(=O)c2ccccc2N(C)S(C)(=O)=O)cc1 | 1.1 | 1 | -10 | 107 | 103 | 10 | -5 | -5 | 0 | 0.31
c1ccc(-c2onc3cc4c(cc23)OCCO4)cc1 | 3.8* | 0.8 | 88 | 101 | 146* | -88 | -52 | 22 | 3 | -0.57
CC(=O)Oc1ccccc1N1C(=O)c2ccc(C(=O)O)cc2C1=O | 1.4 | 1.1 | -13 | 103 | 98 | 13 | 2 | -5 | -1 | .
CC(=O)NCCC(=O)Nc1cccc(S(=O)(=O)N(C)c2ccccc2)c1 | 0.85 | 1.1 | -2 | 94 | 96 | 2 | 4 | -7 | 8 | .
CN(C)S(=O)(=O)N(CC(=O)N1CCC(Cc2ccccc2)CC1)c1ccccc1 | 1.1 | 1 | 11 | 94 | 89 | -11 | 9 | 1 | 10 | -0.32
C=CCn1c(N)cc(=O)nc1SCC(=O)Nc1cccc2ccccc12 | 1.1 | 1.1 | -1 | 104 | 109 | 1 | -10 | -8 | 0 | .
COCCN(C(=O)Cn1nnc2ccccc21)C(C(=O)NC1CCCC1)c1ccc(OC)cc1OC (stereo unspecified) | 0.94 | 1.1 | 6 | 103 | 101 | -6 | -1 | -9 | -1 | -1.4
CCC(=O)NNc1nc2c(F)cccc2s1 | 0.86 | 1 | 18 | 105 | 98 | -18 | 3 | -4 | 4 | 0.41

Source: PubChem BioAssay (several laboratories)
